Assay outcomes from PubChem.
CHRM4 antagonist – antagonists of human muscarinic M4 receptor (CHRM4). P08173. CHO-hM4 cells, ACh EC80, Fluo-8 calcium fluorescence. inhibition, % at 3 µM. hit rate 0.73% among 360,000. AID 624125;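 active means inhibition above its plate's cutoff, the mean inhibition of sample wells plus 3 SD, cut at about 27% in these data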;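 further: 0% = acetylcholine EC80 with DMSO and 100% = DMSO without agonist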
Target sequence (P08173 whole entry, looked up): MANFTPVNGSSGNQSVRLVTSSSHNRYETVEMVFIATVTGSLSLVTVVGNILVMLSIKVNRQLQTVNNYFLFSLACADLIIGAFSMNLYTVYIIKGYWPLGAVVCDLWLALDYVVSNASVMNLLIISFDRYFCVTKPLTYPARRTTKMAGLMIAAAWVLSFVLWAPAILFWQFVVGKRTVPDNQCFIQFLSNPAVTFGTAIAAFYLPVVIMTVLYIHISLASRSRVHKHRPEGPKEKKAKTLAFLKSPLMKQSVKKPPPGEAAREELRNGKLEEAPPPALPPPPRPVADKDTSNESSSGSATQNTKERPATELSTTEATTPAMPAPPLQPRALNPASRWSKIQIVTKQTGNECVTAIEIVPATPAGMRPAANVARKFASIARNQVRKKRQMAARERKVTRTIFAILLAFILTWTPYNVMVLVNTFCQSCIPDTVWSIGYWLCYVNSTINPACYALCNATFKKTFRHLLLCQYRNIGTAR
M4 ag – agonists of human muscarinic M4 receptor (CHRM4); activation, % at 3 µM; CHO-K1 hM4/Gqi5, Fluo-8 calcium fluorescence; vehicle 0%, full acetylcholine response 100%; AID 624127; hit rate 0.14% among 360,000;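 active means activation above the run mean over all test wells plus 3 SD, cut at about 32% in these data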;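 further: peak over basal fluorescence ratio per well then scaled between controls; 0% = DMSO wells and 100% = acetylcholine at EC100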
CHRM5 antagonist – blocks acetylcholine activation of human M5 receptor; AID 624040; hit rate 0.59% among 360,000; CHO-hM5 cells, Fluo-8 calcium fluorescence, ACh EC80; inhibition, % at 3 µM;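 active means inhibition above a per-plate cutoff, the mean of that plate's test compounds plus 3 SD, cut at about 27% in these data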;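 further: 0% = acetylcholine EC80 with DMSO and 100% = DMSO without agonist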
CRFR2-BP ag – CRF-BP/CRF-R2 complex agonism. HEK293 CRF-R2/CRF-BP, calcium dye fluorescence (FLIPR); percent of saturating CRF peptide response. activation, % at 13.2 µM. hit rate 0.46% among 350,000. AID 588473;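 active means activation of at least 50%, plus an integration ratio under a set limit after plate pattern correction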;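 further: plate controls were neutral control wells without compound for no effect and CRF at EC100 for full effect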
CHRM5 PAM – positive allosteric modulators of human muscarinic M5 receptor. CHO-K1 hM5, Fluo-8 calcium, ACh EC20 PAM; 0% = ACh EC20, 100% = ACh EC100. activation, % at 3 µM. hit rate 0.3% among 360,000;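 active means activation above the run cutoff, the mean activation of all test compounds plus 3 SD, cut at about 18% in these data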
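Replicates: One well per compound, no replicates | System: Human M5 receptor in CHO-K1 cells | Benchmarks: Low control EC20 acetylcholine (0%), high control EC100 acetylcholine (100%) | Probe or stimulus: Acetylcholine, EC20 level | Times: Fluo-8 loading 80 min at 37 °C plus 30 min room temperature | Signal: Intracellular calcium via Fluo-8 fluorescence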
CHRM5 agonist – CHRM5 agonism in calcium assay. activation, % at 3 µM. P08912. hit rate 0.19% among 360,000. CHO-K1 hM5 cells, Fluo-8 calcium fluorescence; 0% DMSO wells, 100% maximal acetylcholine response. AID 624037;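 active means activation above the run's mean over test compounds plus 3 SD, cut at about 23% in these data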;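 further: signal is peak over basal fluorescence ratio across the kinetic read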
CRFR2-BP antag – antagonists of CRF-binding protein/CRF-R2 receptor complex. inhibition, % at 11.8 µM. AID 588475. HEK293 CRF-R2/CRF-BP, CRF-induced calcium fluorescence. hit rate 0.59% among 350,000;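 active means inhibition of the ligand-induced calcium signal above about 50% at the single tested concentration, limit read from the data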
M4 PAM – positive allosteric modulators of human muscarinic M4 receptor; AID 624126; P08173; hit rate 0.4% among 360,000; CHO-K1 hM4/Gqi5, Fluo-8 calcium fluorescence, ACh EC20; 0% = ACh EC20, 100% = maximal ACh; activation, % at 3 µM;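 active means activation above its plate's cutoff, the mean activation of sample wells plus 3 SD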; further: some results filed as inactive read as strong as hits
CHRM1 PAM – human CHRM1 positive allosteric modulation; CHO-K1 hM1, Fluo-8 calcium fluorescence, ACh EC20; 0% = ACh EC20, 100% = maximal ACh; activation, % at 3 µM; hit rate 0.088% among 360,000; in the data active means activation above about 19%, passing the limit was not always enough
Target sequence (P11229 whole entry, looked up): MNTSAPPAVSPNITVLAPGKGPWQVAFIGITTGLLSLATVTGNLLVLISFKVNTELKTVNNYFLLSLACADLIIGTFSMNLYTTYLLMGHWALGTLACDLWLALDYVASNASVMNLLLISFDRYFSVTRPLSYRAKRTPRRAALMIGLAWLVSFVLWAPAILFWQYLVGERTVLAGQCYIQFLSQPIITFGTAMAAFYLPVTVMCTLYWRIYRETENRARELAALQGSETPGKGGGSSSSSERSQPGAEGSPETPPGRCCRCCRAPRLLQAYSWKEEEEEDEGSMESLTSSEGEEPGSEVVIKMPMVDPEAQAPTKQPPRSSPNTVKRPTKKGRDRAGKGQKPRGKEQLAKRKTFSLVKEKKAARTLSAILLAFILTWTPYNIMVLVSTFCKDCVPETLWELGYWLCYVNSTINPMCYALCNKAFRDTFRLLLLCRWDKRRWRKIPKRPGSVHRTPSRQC
Active calls of the source: *; . = no result given.

SMILES	CHRM4 antagonist	M4 ag	CHRM5 antagonist	CRFR2-BP ag	CHRM5 PAM	CHRM5 agonist	CRFR2-BP antag	M4 PAM	CHRM1 PAM
CC1C(=O)N(Cc2cn(CCC3OCCCO3)nn2)CCS(=O)(=O)N1Cc1ccc(-c2cccc(N(C)C)c2)cc1 (stereo unspecified)	-15	3	-2	1.3	10	1	-5	3	10
O=C(NCCCCC(NC(=O)c1ccc([N+](=O)[O-])cc1)C(=O)O)c1ccc([N+](=O)[O-])cc1 (stereo unspecified)	-10	0	-1	2.8	2	1	8	11	0
O=C(Nc1cccc(Cl)c1N1CCOCC1)c1ccc([N+](=O)[O-])o1	-12	1	6	-2.8	-2	1	-12	0	5
COc1cccc(CNC(=O)c2cccc(S(=O)(=O)N3CCN(Cc4ccccc4)CC3)c2)c1	3	10	7	1.1	-7	0	10	0	-3
O=C1CC(C(=O)Nc2cccc(F)c2)n2ncnc2N1 (stereo unspecified)	5	1	4	-2.5	-2	-1	0	2	-3
CC1(CC(=O)Nc2ccccc2)NC(=S)N(c2ccccc2)N1 (stereo unspecified)	-3	3	0	-4.9	0	-1	-13	3	12
O=C(CN1CCC(c2nc3ccccc3s2)CC1)N1CCCCC1	-5	2	-8	-0.6	2	-1	7	-2	8
NC(=O)C[N+]1(CC#CC(O)(c2ccccc2)c2ccccc2)CCCC1	33*	0	34*	-1.6	-20	-10	16	-18	-33
c1ccc(-c2nnc3nc(N4CCCCC4)nc(N4CCCCC4)n23)cc1	4	0	16	0.2	-6	-3	-10	-3	4
CCOC(=O)c1ccc(CNC(=O)C2CCC(=O)N(Cc3cccc(OC)c3)C2)o1 (stereo unspecified)	12	1	1	-0.9	-8	-2	-21	0	5
CCOc1ccc(Oc2ccc(NS(=O)(=O)c3cc(C(=O)O)ccc3Cl)cc2)cc1	0	0	6	-1.2	4	0	0	6	2
O=C(NC1CCN(C(=O)N2c3ccccc3Sc3ccccc32)CC1)c1ccccc1Cl	8	9	7	8.3	-2	6	-73	5	5
CNC(=O)CN(c1ccc(C(C)C)cc1)S(C)(=O)=O	16	-1	-1	1.9	3	-3	-3	17	11
O=S(=O)(NCC(c1cccnc1)N1CCN(c2ccc(F)cc2)CC1)c1cc(F)ccc1F (stereo unspecified)	-11	5	-1	-0.2	-5	2	-13	-3	-2
Cc1[nH]c(=O)[nH]c(=O)c1NC(=O)c1ccccc1[N+](=O)[O-]	-4	0	-5	-0.1	0	1	-11	5	3

Record cards, as listed above. Screens in order: CHRM4 antagonist	M4 ag	CHRM5 antagonist	CRFR2-BP ag	CHRM5 PAM	CHRM5 agonist	CRFR2-BP antag	M4 PAM	CHRM1 PAM
Results for `NC(=O)C[N+]1(CC#CC(O)(c2ccccc2)c2ccccc2)CCCC1` : 33*	0	34*	-1.6	-20	-10	16	-18	-33
Results for `O=C1CC(C(=O)Nc2cccc(F)c2)n2ncnc2N1` (stereo unspecified) : 5	1	4	-2.5	-2	-1	0	2	-3

Remaining list, next part.
SMILES	CHRM4 antagonist	M4 ag	CHRM5 antagonist	CRFR2-BP ag	CHRM5 PAM	CHRM5 agonist	CRFR2-BP antag	M4 PAM	CHRM1 PAM
Nc1[nH]c(C(=O)c2ccccc2)c(-c2ccc(Cl)cc2Cl)c1C(=O)c1ccc(Br)cc1	-8	1	-3	.	-4	4	.	15	.
O=C(Cn1cnc2ccccc2c1=O)NCC(=O)N1CCOCC1	-6	0	6	-0.5	-3	-2	2	5	-1
CCCN(C(=O)c1cc(S(=O)(=O)N(C)c2ccccc2OC)ccc1C)C1CCS(=O)(=O)C1 (stereo unspecified)	1	0	0	-0.9	3	1	10	-6	5
COc1ccccc1Cc1c(-c2ccc(OC)c(OC)c2)nc2ccc(C)cn12	-10	2	6	.	0	-7	.	7	2
O=C(CSCc1ccccc1F)NCc1ccc(F)cc1	13	15	20	-0.7	-17	-6	-3	-14	-6
CCOc1ccc(N2C(=O)CC(N(CCc3ccc(OC)cc3)C(=O)/C=C/C(=O)O)C2=O)cc1 (stereo unspecified)	-4	2	12	-2.1	0	-4	-4	4	7
COc1c(C)cc(C(=O)C2CCCN(C(=O)c3snnc3C)C2)cc1C (stereo unspecified)	7	0	3	0.6	-8	0	-4	-6	-2
CCc1ccccc1NC(=O)N1CCC(NC(=O)C(Cc2ccccc2)NC(C)=O)CC1 (stereo unspecified)	9	2	-2	-1.5	5	-3	16	3	8
Cc1cccc(NC(=O)Nc2ccccn2)c1C	2	0	-2	1.4	1	3	-24	2	15
O=c1oc2cc(Oc3ccc(C(F)(F)F)cc3[N+](=O)[O-])ccc2c2c1CCC2	-11	1	-6	9.1	2	0	-14	7	5
Cc1ccc([N+](=O)[O-])cc1S(=O)(=O)N(C(=O)c1ccncc1)c1ccc2oc3c(c2c1)CCCC3	-1	-1	-3	1.5	-3	-2	5	2	-4
Cc1sc(NC(=O)c2ccco2)c(C(c2ccccc2)N2CCC(C)CC2)c1C (stereo unspecified)	1	0	2	1.6	5	-2	-28	3	7
CC1=C(C(=O)N(C)C)CC(CC(=O)NCCN2CCOCC2)C(=O)N1Cc1ccc(C(C)(C)C)cc1 (stereo unspecified)	-13	0	-6	-2.5	6	1	6	4	5
O=C(CN1c2cccc3cccc(c23)S1(=O)=O)NCc1ccc(F)cc1	-11	7	1	-1.5	-2	-9	0	-1	2
Clc1ccc(-n2cc(-c3ccc(Br)cc3)[n+]3c2CCCCC3)cc1	6	1	-1	-1.4	-6	-19	9	-18	-17
CCOc1ccc(NC2=CC(=O)C(=O)c3ccccc32)cc1	0	2	6	-2.9	-1	-2	42	0	3
CC(=O)c1ccc(NC(=O)c2ccc(CNc3c(N4CCCC4)c(=O)c3=O)cc2)cc1	0	0	5	-0.8	1	1	3	-1	6
COc1cccc(NC(=O)N2CCCC(C(=O)Nc3ccccc3OC)C2)c1 (stereo unspecified)	9	1	7	1.7	0	-1	-28	6	16
C[C@@H](O)CNC(=O)c1[nH]cnc1C(=O)Nc1cccc(Cl)c1	-6	2	6	-0.3	-1	1	16	1	-2
COCCn1c(N)c(C(=O)c2cccc(S(=O)(=O)N3CCCCCC3)c2)c(=O)[nH]c1=O	-12	3	8	0.6	0	-1	6	5	5
CSc1ccc(S(=O)(=O)NCC(=O)OC(C)C(=O)NCc2ccccc2)cc1[N+](=O)[O-] (stereo unspecified)	-3	5	3	-1.4	-3	1	15	-1	5
CC1(C)CC(=O)C(C=Nc2ccc(Cl)cn2)=C(O)C1	-3	2	3	-1.1	6	1	18	5	5
Cn1c(=O)c2c(nc(-c3ccccc3)n2C)n(Cc2ccccc2)c1=O	17	1	4	0.5	-4	-1	-24	-5	5
CSc1ncnc2c1ncn2CCCNC1CCN(Cc2ccccc2)CC1	3	0	2	-0.5	2	-2	-10	-2	-7
COc1ccc(OC)c(NC(=O)C2CCN(C(=O)C3CC(=O)N(c4ccc(C)cc4)C3)CC2)c1 (stereo unspecified)	-22	4	-6	-2.2	-2	-2	-10	4	4
CCOc1ncccc1C(=O)OC(C)C(=O)NC(=O)NC1CCCCC1 (stereo unspecified)	2	1	14	1.8	3	-3	0	2	3
Cc1ccc(C)c(NC(=O)CN(C)C(=O)c2cccc(S(=O)(=O)N(C)C)c2)c1	-2	2	3	2.9	-2	-1	-21	2	-10
Cc1ccccc1OCC(=O)OC(C(=O)c1ccccc1)c1ccccc1 (stereo unspecified)	0	4	5	0.5	-1	-6	10	5	10
CC1CCN(C(=S)NC(=O)c2ccc(F)cc2)CC1	-2	0	5	0.4	-7	-1	-16	8	5
CN(Cc1ccc2c(c1)OCO2)C(=O)c1cc(-c2ccccc2)c(N2CCOCC2)s1	4	2	17	-1.4	-10	-8	15	-7	-6
CC1CC(C)CN(C(=O)CSc2nnc(CSc3ncccn3)n2C)C1 (stereo unspecified)	4	2	-12	-0.7	2	-5	14	1	11
O=C(Cc1ccccc1)N1CCC(c2nc(-c3ccc(F)cc3)no2)CC1	-3	8	10	-1.2	-13	2	-23	-10	-5
CCOC(=O)CSc1ccc2nnc(CCNS(=O)(=O)c3ccccc3)n2n1	5	1	-4	2.0	-4	-2	-4	4	7
CC(C)C[C@@H](CN1CCC[C@@H]1CN1C(=S)NC[C@@H]1Cc1ccccc1)N1C[C@H](Cc2ccc(O)cc2)N(CC2CCCCC2)C1=S	-2	-1	-6	.	2	0	.	-5	4
O=c1[nH]c2ccccc2cc1CN(Cc1ccco1)S(=O)(=O)c1ccccc1	-4	18	11	-0.4	-3	4	0	-17	1
O=C(Nc1nc2cc3c(cc2s1)OCCO3)c1cccs1	6	6	8	-1.4	-9	10	-4	1	-3
Cc1ccc(C(=O)COC(=O)C2CC3CCCC(C2)C3=O)cc1[N+](=O)[O-] (stereo unspecified)	4	6	-1	-0.5	2	-3	1	-4	2
CCc1noc(C)c1C(=O)NNC(=O)COc1cc(C)ccc1C	-6	0	7	-0.8	-7	1	-10	1	-1
Cc1ccc(OCC(=O)N2CCCC(CO)(CCOc3ccccc3)C2)cc1 (stereo unspecified)	1	5	11	-1.7	-2	-1	-4	-5	10
Cc1ccc(NC(=O)c2ccc3[nH]c(=O)c(=O)[nH]c3c2)nc1	5	1	2	-0.6	-3	-3	-1	1	0

Part of the list above in order of molecular weight, falling:
SMILES	CHRM4 antagonist	M4 ag	CHRM5 antagonist	CRFR2-BP ag	CHRM5 PAM	CHRM5 agonist	CRFR2-BP antag	M4 PAM	CHRM1 PAM
CC(C)C[C@@H](CN1CCC[C@@H]1CN1C(=S)NC[C@@H]1Cc1ccccc1)N1C[C@H](Cc2ccc(O)cc2)N(CC2CCCCC2)C1=S	-2	-1	-6	.	2	0	.	-5	4
CN(Cc1ccc2c(c1)OCO2)C(=O)c1cc(-c2ccccc2)c(N2CCOCC2)s1	4	2	17	-1.4	-10	-8	15	-7	-6
CCOC(=O)CSc1ccc2nnc(CCNS(=O)(=O)c3ccccc3)n2n1	5	1	-4	2.0	-4	-2	-4	4	7
CC1CC(C)CN(C(=O)CSc2nnc(CSc3ncccn3)n2C)C1 (stereo unspecified)	4	2	-12	-0.7	2	-5	14	1	11
Cc1ccc(OCC(=O)N2CCCC(CO)(CCOc3ccccc3)C2)cc1 (stereo unspecified)	1	5	11	-1.7	-2	-1	-4	-5	10
O=C(Cc1ccccc1)N1CCC(c2nc(-c3ccc(F)cc3)no2)CC1	-3	8	10	-1.2	-13	2	-23	-10	-5
Cc1ccccc1OCC(=O)OC(C(=O)c1ccccc1)c1ccccc1 (stereo unspecified)	0	4	5	0.5	-1	-6	10	5	10
Cc1ccc(C(=O)COC(=O)C2CC3CCCC(C2)C3=O)cc1[N+](=O)[O-] (stereo unspecified)	4	6	-1	-0.5	2	-3	1	-4	2
CCc1noc(C)c1C(=O)NNC(=O)COc1cc(C)ccc1C	-6	0	7	-0.8	-7	1	-10	1	-1
O=C(Nc1nc2cc3c(cc2s1)OCCO3)c1cccs1	6	6	8	-1.4	-9	10	-4	1	-3
Cc1ccc(NC(=O)c2ccc3[nH]c(=O)c(=O)[nH]c3c2)nc1	5	1	2	-0.6	-3	-3	-1	1	0
CC1CCN(C(=S)NC(=O)c2ccc(F)cc2)CC1	-2	0	5	0.4	-7	-1	-16	8	5
